FLuc modulator = firefly luciferase modulation, counter-screen for miR-21 project. P08659. purified FLuc, Km substrates, luminescence inhibition. Potency, µM (doses to about 57.5 µM), for inactives: top-dose activity change, negative = inhibition, usual class: inhibitors. 6.9% of 360,000 active;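 also: potency is read from the fitted curve at half-maximal effect; plate controls were vehicle for no effect and reference inhibitor for full effect; nearly all actives have a fitted effect of over 55% in size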
Target sequence (P08659 whole entry, looked up): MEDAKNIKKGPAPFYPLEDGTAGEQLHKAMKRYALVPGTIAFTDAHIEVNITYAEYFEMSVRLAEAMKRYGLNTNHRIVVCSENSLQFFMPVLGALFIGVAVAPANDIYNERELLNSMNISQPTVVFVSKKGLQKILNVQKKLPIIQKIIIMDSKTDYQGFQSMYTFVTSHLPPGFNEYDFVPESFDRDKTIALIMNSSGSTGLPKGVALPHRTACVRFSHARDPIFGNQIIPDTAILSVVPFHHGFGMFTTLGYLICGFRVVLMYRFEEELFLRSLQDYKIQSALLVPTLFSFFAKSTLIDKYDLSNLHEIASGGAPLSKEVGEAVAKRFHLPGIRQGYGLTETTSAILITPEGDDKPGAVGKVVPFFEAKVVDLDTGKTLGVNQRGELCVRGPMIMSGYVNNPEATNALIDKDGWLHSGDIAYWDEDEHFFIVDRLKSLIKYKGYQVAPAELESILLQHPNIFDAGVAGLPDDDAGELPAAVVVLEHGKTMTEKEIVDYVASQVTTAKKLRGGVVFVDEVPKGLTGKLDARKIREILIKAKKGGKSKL
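Biochemical qHTS of compounds, final roughly 60 µM downward over six points, against 10 nM purified firefly luciferase using Km concentrations of substrates (10 uM D-luciferin, 10 uM ATP) in Tris acetate pH 7.5 buffer; luminescence output.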
NPC1 promoter act = activates the NPC1 promoter | Huh7 NPC1 promoter luciferase reporter, 24 h | Potency, µM (top dose mostly 9.22 µM), inactives show at the top dose activation, usual class: activators | 2.4% of 320,000 active | AID 485313;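 also: potency is read from the fitted curve at half-maximal effect; % of control where 0% means no effect; nearly all actives have a fitted effect of over 60% in size; reporter is driven by a mutant NPC1 promoter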
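Readout is luciferase luminescence, reflecting NPC1 promoter activation in stably transfected Huh7 cells after 24 h compound exposure at 37 °C in reduced-serum medium with 10% FBS.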
uPA surface inh = blocks generation of uPA at the cell surface; AID 540303; 0.31% of 330,000 active; cell surface uPA generation assay, qHTS; Potency, µM (doses to about 38.3 µM), without a hit: at the top dose activity change, negative = inhibition, hits mostly inhibitors; active = well fitted inhibition curve with a large enough effect; inconclusive = small, poorly fitted or top-dose-only effect; inactive = no such curve, though single readings can be large or run the other way; tested in mouse RAW 264.7 cells; also: potency is read from the fitted curve at half-maximal effect; % is scaled to controls: 0 for no effect and ±100 for the full control effect; nearly all actives have a fitted effect of over 55% in size
ELG1 genotoxic = genotoxicity induction in ELG1-luciferase HEK293T cells | AID 504466 | HEK293T ELG1-luciferase reporter, luminescence, 16 h | 1.3% of 330,000 active | Potency, µM (highest dose often 46 µM), without a hit: at the top dose activity change, positive = activation, most hits filed as activators; also: potency is read from the fitted curve at half-maximal effect; % of control where 0% means no effect; nearly all actives have a fitted effect of over 60% in size
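Genotoxicity was scored as increased ELG1-luciferase reporter signal, measured by ONE-Glo luminescence (30 min, room temperature). Compound or vehicle exposure of the HEK293T reporter cells lasted 16 hr at 37°C.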
KCNH2 3.1 inh = inhibitors of human KCNH2 3.1 potassium channel isoform; U2OS KCNH2 3.1, thallium flux FluxOr; stronger effect = lower value; activity change, % (tested at about 1.8 µM); 0.95% of 340,000 active; AID 720553;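 active = maximum activity change below -70%; inconclusive = maximum activity change from -70% to -50%; inactive = maximum activity change above -50%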;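 also: thallium influx rate constant from kinetic fluorescence after stimulation buffer; % is scaled to controls: 0 for no effect and ±100 for the full control effect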
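Measured as rate of thallium-driven FluxOr signal in transduced U2OS cells carrying the 3.1 channel, read kinetically for 2 min upon stimulation; values are rate constants scaled to DMSO control wells.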
Giardia killer = kills Giardia lamblia | Giardia lamblia trophozoite viability | activity change, % at 7.66 µM, hits read low | 0.15% of 340,000 active | AID 540267; in the data active = activity change below about -80%; inconclusive = between about -30% and that limit;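 also: parasites exposed to compound for two days anaerobically before the ATP read; % is scaled to controls: 0 for no effect and ±100 for the full control effect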
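Each well holds 100 Giardia trophozoites and compound. After two days (48 hrs) at 37 deg C in anaerobic conditions, ATP is quantified by luminescence.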
Rab9 prom act = activators of Rab9 promoter; 2.8% of 320,000 active; Potency, µM (doses to about 9.22 µM), for inactives: top-dose activation, negative = inhibition, most hits filed as activators; Huh7 Rab9 promoter-luciferase reporter, luminescence, 24 h; also: potency is read from the fitted curve at half-maximal effect; % of control where 0% means no effect; nearly all actives have a fitted effect of over 60% in size
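Cell-based reporter: Huh7 stable for Rab9 promoter-driven luciferase, plated in reduced-serum medium with 10% FBS at 1500 cells/well, compound-treated 24 h at 37 °C, luminescence read after 10 min reagent.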
Tb PFK block = T. brucei PFK enzyme inhibition; Potency, µM (titrated, usually from 57.5 µM), for the others: top-dose activity, negative = inhibition, hits mostly inhibitors; AID 485367; T. brucei PFK, ADP-Glo luminescence; 0.17% of 330,000 active;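 also: potency is read from the fitted curve at half-maximal effect; 0% = uninhibited 1x PFK enzyme wells and -100% = no-enzyme wells; nearly all actives have a fitted effect of over 60% in size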
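Luminescent ADP detection (ADP-Glo, two-step: ATP depletion then ADP-to-ATP conversion for luciferase) reported PFK activity after 45 min room-temperature reaction of 1.25 nM enzyme with 0.5 mM F6P and 0.1 mM ATP at pH 8.0.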
RORgamma inh = ROR gamma (mouse) transcription inhibition. P51450. Drosophila S2 Gal4-RORgamma UAS-luciferase reporter, 20 h. Potency, µM (titrated, usually from 53.6 µM), for the others: at the highest dose activity change, negative = inhibition, hits mostly inhibitors. 5.4% of 310,000 active; also: potency is read from the fitted curve at half-maximal effect; % is scaled to controls: 0 for no effect and ±100 for the full control effect; nearly all actives have a fitted effect of over 60% in size
Target sequence (P51450 whole entry, looked up, the tested form may be a part): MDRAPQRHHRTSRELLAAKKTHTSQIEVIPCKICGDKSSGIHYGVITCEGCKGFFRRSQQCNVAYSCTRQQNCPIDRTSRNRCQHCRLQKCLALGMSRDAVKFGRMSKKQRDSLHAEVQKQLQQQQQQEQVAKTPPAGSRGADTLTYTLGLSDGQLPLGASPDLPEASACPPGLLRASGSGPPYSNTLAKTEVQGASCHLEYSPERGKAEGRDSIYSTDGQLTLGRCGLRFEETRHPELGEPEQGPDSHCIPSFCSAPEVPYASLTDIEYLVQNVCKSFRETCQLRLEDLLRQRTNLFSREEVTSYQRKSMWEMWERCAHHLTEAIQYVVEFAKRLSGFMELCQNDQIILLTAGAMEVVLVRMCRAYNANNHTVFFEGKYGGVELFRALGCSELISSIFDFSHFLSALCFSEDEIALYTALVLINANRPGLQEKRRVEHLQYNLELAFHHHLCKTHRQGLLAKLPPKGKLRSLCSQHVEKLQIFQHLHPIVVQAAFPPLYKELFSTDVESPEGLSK
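Drosophila Schneider cells stably carrying a metallothionein-driven Gal4 DBD–ROR gamma fusion and a UAS-Photinus luciferase reporter were exposed to compound for 1 hr, then induced with copper sulfate (700 uM final) for 20 hr at ambient temperature before luminescence reading.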
VP16 counter = Gal4-VP16 reporter inhibition counter-screen; Potency, µM (doses to about 53.6 µM), for the others: at the top dose activity, negative = inhibition, hits mostly inhibitors; AID 2546; Drosophila S2 Gal4-VP16 UAS-luciferase, luminescence, 20 h; 3.5% of 310,000 active;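 also: Gal4-VP16 expression switched on by copper sulfate through the metallothionein promoter; potency is read from the fitted curve at half-maximal effect; % is scaled to controls: 0 for no effect and ±100 for the full control effect; nearly all actives have a fitted effect of over 50% in size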
Coupling enz = inhibits coupling enzyme system, counter-screen for aldolase hits | coupling enzyme system counterscreen, AmpLite Red fluorescence | activity change, negative = inhibition, % at 58.2 µM, hits read low | 0.67% of 290,000 active | AID 2472; in the data active = activity change below about -30%; also: % is scaled to controls: 0 for no effect and ±100 for the full control effect
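Counterscreen of the coupled detection system alone, without aldolase: glyceraldehyde-3-phosphate coupling enzymes plus AmpLite Red readout. Compounds at 57.5 uM final, 10 min RT preincubation, 20 min RT reaction, fluorescence 525/598 nm.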
Starred values were filed as active, the others as inactive; ? = inconclusive; . = not tested or not shown; & = joins results of further samples; [ ] = another dose, or the depositor's remark. Unless noted, calls follow the shape of the dose curve; as a rule, active = well fitted curve in the direction sought with a large enough effect; inconclusive = small, poorly fitted or top-dose-only effect, or another doubt; inactive = no such curve, though single readings can be large; an effect the other way counts as inactive or inconclusive.

SMILES	FLuc modulator	NPC1 promoter act	uPA surface inh	ELG1 genotoxic	KCNH2 3.1 inh	Giardia killer	Rab9 prom act	Tb PFK block	RORgamma inh	VP16 counter	Coupling enz
C[C@]12CCC(=O)C[C@@H]1CC[C@@H]1[C@@H]2CC[C@]2(C)C=CC[C@@H]12	-4.8%	0.1%	3.2%	.	-2.4	-1.3	-6.3%	-5.3%	-1.0%&2.2%	-4.9%&-6.5%	0.7
O=C(Nc1cccc(S(=O)(=O)NC2=NCCC2)c1)c1cc(=O)[nH]c2ccccc12	-1.0%	0.1%	17.9%	-1.6%	1.8	41.1[activator]	-0.2%	-0.1%	.	.	.
CCC(=O)NC(=S)Nc1ccc(S(=O)(=O)N2CCN(C)CC2)cc1	-0.9%	-1.1%	-11.5%	0.2%	-10.9	-6.6	-3.6%	-0.7%	-2.1%	5.7%	-1.1
CC(C)N1CCC(=NNc2ccc(S(=O)(=O)N3CCOCC3)cc2[N+](=O)[O-])CC1	-4.0%	-2.9%	-7.4%	2.4%	2.4	1.0	-0.2%	-7.2%	8.3%	0.3%	-1.0
CC(C)C1N(C(=O)N(C)C)CCN1S(=O)(=O)c1ccccc1 (stereo not given)	-0.2%	0.4%	0.4%	-0.2%	-141.0*	-2.2	5.1%	-4.9%	0.1%	1.3%	-0.7
CCO/C(C)=N/n1c2nc3ccccc3nc2c2c(=O)n(Cc3ccccc3Cl)c(C)nc21	?	-4.5%	4.4%	4.2%	1.2	12.6	-9.0%	0.9%	0.0%	-2.6%	2.6
CCCCc1ccc(S(=O)(=O)NNC(=S)NCc2ccco2)cc1	3.9%	-1.9%	9.3%	2.0%	-1.6	-0.4	-3.6%	1.5%	8.91µM*	?	9.2
CCNC(=O)CSc1nnc(-c2cc(-c3ccc(Cl)cc3)nc3ccccc23)o1	?	-1.6%	1.6%	-0.6%	8.6	5.2	-10.1%	8.7%	0.199µM*	?	-0.4
COC(=O)C1=C(C)N(C)C(=O)NC1c1cc2c(cc1Br)OCO2 (stereo not given)	-2.2%	-0.4%	8.0%	2.1%	-14.7	-7.3	1.9%	-13.4%	.	.	1.9
Cc1nc(-c2cccc(S(=O)(=O)N3CCCCC3)c2)cs1	0.2%	-1.0%	-1.9%	0.1%	11.2	-7.5	2.1%	1.3%	7.4%	10.4%	2.5
Cc1cc(C)n(-c2nc(SCC(=O)NCC3CCCO3)c3c4c(sc3n2)CCCC4)n1 (stereo not given)	-18.7%	-2.9%	.	-0.4%	.	.	-7.4%	-1.9%	?	-23.6%	-0.8
O=C(O)c1nn(CCOc2cccc(Br)c2)c(=O)c2ccccc12	1.1%	-1.2%	0.6%	4.1%	-15.8	-8.0	11.6%	-1.5%	17.2%	-1.7%	-9.0
Cc1ccccc1NC(=O)Cc1nc(CCl)cs1	-16.9%	-1.2%	1.8%	-2.5%	-0.4	-11.6	-2.7%	-4.4%	-39.6%	17.5%	1.5
O=S(=O)(c1cccs1)N1CN(Cc2ccccc2)c2nc3ccccc3nc21	2.4%	-5.3%	-3.5%	-1.2%	-2.3	16.3	-6.5%	-9.5%	34.4%	-11.8%	-1.4
c1ccc(CSc2nnc(-c3sccc3-n3cccc3)o2)cc1	-8.9%	0.4%	0.8%	-3.3%	17.3	11.3	0.0%	-3.1%	16.5%	-5.0%	0.8
CCOC(=O)C1(Cc2cccc(F)c2)CCN(C(=O)c2cscn2)CC1	-1.0%	-0.3%	2.6%	2.2%	11.7	5.9	5.1%	-0.4%	10.9%	10.4%	-0.5
COc1ccc(NC(=O)Oc2cc(C)ccc2C(C)C)cc1	?	9.3%	7.7%	-2.9%	-21.4	-5.5	8.5%	-2.8%	22.1%	-6.3%	-3.0
O=[N+]([O-])c1ccccc1-c1ccc(CN2CCN(c3ccccc3)CC2)o1	-0.6%	2.1%	-2.0%	-3.9%	-11.0	13.0	-2.3%	2.1%	-5.0%	2.3%	-5.4
CN(Cc1ccc(F)cc1)C(=O)c1cccc(S(=O)(=O)NCc2ccccc2)c1	6.8%	-2.1%	4.6%	-2.0%	8.3	-20.4	-2.8%	5.9%	.	.	.
Cc1c(NC(=O)NC(C)N2C(=O)C3C4C=CC(C4)C3C2=O)c(=O)n(-c2ccccc2)n1C (stereo not given)	3.8%	-3.8%	4.6%	-0.2%	17.9	0.8	-0.5%	-0.9%	-23.2%	-6.1%	-0.4
N#CCCn1cc(C(=O)CN2C(=O)C(=O)N(C3CCCC3)C2=O)c2ccccc21	-0.9%	-1.7%	2.2%	2.3%	-3.6	-2.1	-1.1%	-6.4%	.	.	.
O=[N+]([O-])c1ccc(N2N=C(c3ccco3)CC2c2ccccc2)cc1 (stereo not given)	-15.9%	7.2%	-4.8%	0.5%	-19.1	3.4	-0.6%	-5.3%	32.6%	6.3%	-6.0
Cc1cccc(NC(=O)/C(C#N)=C/c2cccc([N+](=O)[O-])c2)n1	?	-0.2%	4.8%	-0.8%	5.3	3.8	-3.1%	-10.1%	-1.0%	-3.9%	4.7
COc1ccc(C(C)=O)cc1CSc1nnc(Nc2ccccc2)s1	-2.4%	-9.4%	0.7%	-6.5%	-6.1	2.8	-14.0%	-4.7%	?	-16.4%	-3.2
CCN(CC(=O)NCCCn1ccnc1)S(=O)(=O)c1ccc(C)cc1	1.7%	-6.1%	2.4%	0.0%	-6.8	2.8	-0.6%	1.5%	20.7%	-2.4%	5.8
CCC(C)NC(=O)c1ccc(COc2ccccc2Cl)cc1 (stereo not given)	?	-0.7%	-5.7%	13.2%	-5.7	-14.4	20.5%	-4.4%	-11.9%	-22.5%	-3.6
Cn1cc(C(=O)O)c(-c2ccc3c(c2)OCCCO3)n1	0.7%	1.7%	0.9%	4.1%	18.6	17.2	-3.6%	0.0%	2.3%	1.2%	-0.8
CN(C)c1ccc(S(=O)(=O)NCC(=O)OCC(=O)c2ccc[nH]2)cc1[N+](=O)[O-]	1.0%	1.3%	-1.6%	-1.9%	-1.5	-8.9	-4.5%	-13.0%	.	.	.
Cc1cccc2c1-c1sc(C(=O)NCCCN3CCC(C)CC3)cc1CO2	-0.7%	-3.5%	?	8.4%	-75.3*	-24.5	-0.6%	0.3%	-28.0%	-1.5%	0.1
Cc1ccccc1N(CC(=O)NCC1CCCO1)C(=O)C1(C)CC(=O)N=C2C=CC=CN21 (stereo not given)	-1.6%	-1.9%	.	-0.4%	8.9	-7.1	-4.5%	-10.0%	-6.7%	-6.8%	1.1
O=C(/C=C/c1ccccc1F)N1CCN(c2ccccn2)CC1	?	6.2%	3.7%	10.3%	-28.2	3.6	8.2%	-0.4%	1.2%	-5.2%	.
CCOC(=O)N1CCN(S(=O)(=O)c2c(C)nc3scc(C)n3c2=O)CC1	3.4%	-1.8%	-13.7%	0.5%	-1.6	10.0	5.5%	-5.2%	4.8%	-18.1%	.
CC1CCCCC1NC(=O)c1ccc(NS(=O)(=O)c2ccc3[nH]c(=O)[nH]c3c2)cc1 (stereo not given)	5.2%	2.8%	2.7%	-2.7%	-9.8	-9.9	-0.2%	0.8%	.	.	.
CC(C)C(C)NC(=O)COc1ccc(S(=O)(=O)N2CCOCC2)cc1[N+](=O)[O-] (stereo not given)	1.6%	-3.2%	2.7%	-0.2%	0.8	1.3	-3.3%	0.3%	4.2%	7.8%	0.9
CCCC(NC(=O)CCl)c1ccccc1 (stereo not given)	2.6%	-3.0%	-6.6%	-10.3%	-5.7	-2.5	-1.7%	2.5%	-40.4%	-28.0%	-1.2
O=C(COC(=O)c1ccc2ccccc2n1)Nc1ncc(C(F)(F)F)cc1Cl	-2.1%	-0.5%	3.2%	0.3%	-3.8	-28.0	4.4%	3.6%	-0.4%	-0.3%	0.7
CCC(C)(C)n1nnnc1C(c1ccc(OC)c(OC)c1)N1CCN(c2ccc(OC)cc2)CC1 (stereo not given)	2.3%	-2.8%	5.1%	-1.2%	9.2	3.1	2.7%	2.2%	?	6.4%	-0.2
Cc1cc(C)n(C(=O)c2ccc(Cn3nc(C)c(Br)c3C)o2)n1	2.5%	4.9%	-2.5%	4.4%	-12.7	3.9	-3.9%	-0.9%	-14.3%	20.6%	0.5
CN(C)S(=O)(=O)N(CC(=O)Nc1ccc(F)c(F)c1)c1ccccc1	1.1%	0.9%	?	-3.4%	-3.1	15.8	-2.8%	-6.2%	18.9%	7.7%	1.6
Cc1cc(C(=O)NC2CCCc3ccccc32)c(C)o1 (stereo not given)	5.1%	-0.6%	-5.2%	-2.5%	-0.2	7.4	-4.7%	-3.6%	23.9%	2.3%	-3.2
O=C(O)c1c(-c2ccc(Cl)cc2)cn2ccccc12	?	?	-2.0%	?	-0.6	-10.3	?	1.2%	16.4%	18.9%	-1.5

Source: PubChem BioAssay (National Center for Advancing Translational Sciences (NCATS))
